K1F lysis inhibition: protection from phage-mediated lysis, alamar blue read-out – E. coli UTI89, K1F phage, bacterial capsule biogenesis inhibitors (AID 488966); E. coli UTI89 K1F phage lysis, alamar blue, 2 h; higher % means a stronger effect; inhibition, % at 100 µM; hits with a dose series show IC50 in µM; hit rate 0.02% among 340,000;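 active = phage lysis inhibition, versus mean bacterial control, above a set limit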;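 note: capsule biogenesis inhibitors block K1F phage lysis so surviving cells raise fluorescence; higher fluorescence means more inhibition of phage lysis; actives were called in the ten point dose series up to 300 µM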
TNAP activation fold: human TNAP enzyme activators, primary screen, biochemical, luminescent, no phosphate acceptor, uHTS (AID 1001) | activation fold at 20 µM; hits with a dose series show EC50 in µM | purified TNAP, luminescent activation assay, no phosphate acceptor; higher activation fold means a stronger effect | hit rate 0.03% among 200,000; in the data active = activation fold from about 3, or a potency from the dose series; inactive = the rest, 99 in 100 with activation fold below about 1.6; note: many of its hits are not listed in these tables
Rac1 GTP hydrolysis: MgcRacGAP GTPase-activating activity inhibitors, confirmation, biochemical, ADP Hunter fluorescence; one-dose inhibition, % at 30 µM; IC50 in µM for titrated hits; MgcRacGAP-stimulated Rac1 GTP hydrolysis, ADP Hunter fluorescence; higher % means a stronger effect; GST-tagged Rac1 F28L mutant substrate; hit rate 0.6% among 340,000;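 active = first-screen hits whose inhibition reached a set limit at any dose in the follow-up dose series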;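 note: fluorescence reports GDP produced by GAP-driven GTP hydrolysis; strong numbers were not always called active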
NTR1 agonist: agonists of NTR1, primary screen, imaging, U2OS cells, beta-arrestin-GFP, high content (AID 493036); activation, % at 20 µM; P30989; hit rate 0.17% among 330,000; NTR1-U2OS beta-arrestin-GFP spot imaging, agonist mode;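 active = activation at or above 40% of the spot to cytoplasm intensity ratio, with at least 20 cells analyzed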;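 note: 0% = DMSO without peptide and 100% = 100 nM NTR1 peptide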
Target sequence (P30989 whole entry, looked up): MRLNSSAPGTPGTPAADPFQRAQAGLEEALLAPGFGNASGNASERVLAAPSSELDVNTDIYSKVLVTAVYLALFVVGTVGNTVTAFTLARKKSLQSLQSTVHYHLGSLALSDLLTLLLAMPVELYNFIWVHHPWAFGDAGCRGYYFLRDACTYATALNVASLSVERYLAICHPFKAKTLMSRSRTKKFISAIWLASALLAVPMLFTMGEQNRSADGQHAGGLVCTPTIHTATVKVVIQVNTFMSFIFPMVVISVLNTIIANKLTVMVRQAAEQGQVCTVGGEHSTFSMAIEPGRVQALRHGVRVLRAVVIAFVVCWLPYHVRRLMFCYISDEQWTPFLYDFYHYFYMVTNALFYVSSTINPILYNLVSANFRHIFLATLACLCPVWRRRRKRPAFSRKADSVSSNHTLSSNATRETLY
Large T inhibition: SV40 large T antigen inhibitors, biochemical (AID 1903) | one-dose inhibition, % at 20 µM; IC50 in µM for titrated hits | hit rate 0.39% among 310,000 | SV40 large T antigen ATPase/helicase inhibition assay; higher % means a stronger effect; in the data active = a potency from the dose series; note: strong numbers were not always called active
PhoP inhibition: PhoP-dependent GFP reporter repression – Salmonella Typhimurium, primary screen (AID 1863); S. Typhimurium PhoP-regulated promoter GFP reporter, 4 h; higher % means a stronger effect; one-dose inhibition, % at 50 µM; IC50 in µM for titrated hits; hit rate 0.16% among 300,000;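 active = inhibition over 29.93%, a cutoff 3 SD above the screen mean, later confirmed by dose response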;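 note: 0% = low Mg2+ inducing control and 100% = high Mg2+ repressing control; strong numbers were not always called active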
Myeloid diff 2: compounds promoting myeloid differentiation | ER-HoxA9 myeloid progenitors, lysozyme-GFP differentiation, flow cytometry | calls only at 10 µM | hit rate 1% among 360,000 | AID 624256;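 active = normalized GFP-positive differentiation at or above the plate's own cutoff, the solvent-only control mean plus 3 SD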;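 note: cells exposed to compound for four days before flow analysis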
T cell HTS: T cell immune modulators affecting CD8 T cell-vesicle binding. 2C CD8+ T cell-vesicle binding, flow cytometry; stronger effect = lower value. calls only at 7 µM. hit rate 0.068% among 330,000. AID 2052;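 active = response, share of CD8 T cells binding vesicles, and their 90th percentile fluorescence all below set limits, cut at about 80% in these data, passing the limit was not always enough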
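Incubation: binding step 1.5 h, 37 °C, antibody labelling 20 min, ice; system: murine 2C transgenic CD8+ T lymphocytes; technique: cytometric PE anti-B7-1 and Alexa647 anti-CD8 signals after 1% paraformaldehyde fixation; also added: QL9-charged Drosophila Ld/ICAM-1/B7-1 vesicles; control set: naked versus QL9-loaded vesicles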
RSV antiviral HEp-2: inhibition of RSV-induced cytopathic effect – HEp-2 cells, primary 10 µM value included (AID 2391); HEp-2 cells, RSV-induced CPE inhibition; higher % means a stronger effect; one-dose CPE inhibition, % at 10 µM; IC50 in µM for titrated hits; hit rate 0.13% among 310,000; in the data active = a potency from the dose series; note: strong numbers were not always called active
T cell HTS vesicle-bound %: second read-out of T cell HTS, no call of its own (marks repeat the call); double positive events, %; measured here: CD8+ vesicle-bound cell fraction;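 binding gate set so that unloaded-vesicle control wells show 10% double positive cells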
NTR1 agonist cell count 20 µM: recorded beside NTR1 agonist, whose call it bears; cell count; measured here: cell count, cytotoxicity flag
Myeloid diff 2 GFP+ MAC1+ %: second read-out of Myeloid diff 2, no call of its own (marks repeat the call); GFP+ MAC1+ double positive, %; measured here: differentiation confirmed by MAC1 staining
An asterisk follows results filed as active; i = inactive; . = not tested or not shown; + = active, no number; & = joins results of further samples; [ ] = dose if it differs, or a comment.

SMILES	K1F lysis inhibition	TNAP activation fold	Rac1 GTP hydrolysis	NTR1 agonist	NTR1 agonist cell count 20 µM	Large T inhibition	PhoP inhibition	Myeloid diff 2	Myeloid diff 2 GFP+ MAC1+ %	T cell HTS	T cell HTS vesicle-bound %	RSV antiviral HEp-2
Cc1ccc(S(=O)(=O)N2CCC(C(=O)Nc3cccnc3)CC2)cc1	2.1%	.	-1%	-1.1	52	.	.	i	0.5	i	35	.
CCOCCCNC(=O)c1c(-c2ccccc2)noc1C	4.0%	1.1	0%	-3.0	91	-4%	6%	i	0.7	i	21	0.3%
O=C(NCC1CCCO1)C1CCCN1C(=O)Nc1ccc(Cl)c(Cl)c1 (stereo not given)	0.1%	1.1	9%	-1.8	20	-4%	9%	i	0.5	i	27	0.7%
O=C(/C=C/c1ccccc1)N1CCCN(C(=O)/C=C/c2ccccc2)CC1	0.6%	1.1	1%	0.6	88	3%	1%	i	0.6	i	40	2.5%
Cc1ccc2oc3c(c(=O)c2c1)C(c1cccc(Cl)c1)N(CCCN1CCOCC1)C3=O (stereo not given)	4.5%	1.1	2%	10	92	.	.	i	3.2	i	39	-0.3%
CCOC(=O)CCC(=O)Nc1ccccc1C(N)=O	-0.3%	1.1	-3%	-0.3	76	3%	1%	i	2.3	i	32	0.2%
CC(C)CN(C(=O)CN(C)S(=O)(=O)c1ccc(Cl)cc1)C1CCS(=O)(=O)C1 (stereo not given)	0.2%	.	4%	-0.6	83	2%	-6%	i	0.0	i	42	0.5%
CCc1cc(/C(Cc2ccccn2)=N\O)c(O)cc1O	-2.3%	1.1	32µM*	0.5	67	28%	1%	+	2.1*	i	38	-0.6%
COC(=O)[C@@H]1CC[C@H](C)[C@@H](c2ccc(C)cc2)N1C(=O)c1ccc(/C=N/O[C@H](C)c2cn([C@@H]3COC[C@H]3O)nn2)cc1	.	1.1	.	4.9	61	10%	-3%	.	.	i	26	6.6%
COC(C[C@@H]1O[C@@H]1[C@@H](O)COCc1ccccc1)OC	-1.2%	.	-2%	2.2	98	.	2%	i	1.5	.	.	.
Cc1ccc(S(=O)(=O)N2CCCc3ccccc32)cc1C	0.1%	.	9%	1.9	40	17%	-2%	i	1.0	i	59	6.1%
CC(C)C(c1nnnn1Cc1cccs1)N1CCN(c2ccccc2)CC1 (stereo not given)	-0.9%	1.1	9%	-2.2	86	-15%	-7%	i	0.4	i	36	1.5%
Cn1nc(C(=O)Nc2ccc(S(=O)(=O)N3CCCCC3)cc2)ccc1=O	1.8%	1.1	13%	-1.1	64	-2%	-6%	i	0.7	i	10	0.2%
CCc1ccc(NS(=O)(=O)c2cc3[nH]c(=O)c(=O)[nH]c3cc2C)cc1	-0.1%	.	12%	0.5	59	-17%	-5%	i	1.9	i	41	1.0%
COc1cc(/C=c2/sc3nc(-c4ccccc4)c(-c4ccccc4)n3c2=O)cc(OC)c1OC	-1.6%	1.1	-9%	6.1	43	12%	-12%	i	1.5	i	19	3.4%
CSc1ccccc1NC(=O)CN1CCCCC1	0.4%	1.1	-4%	-0.8	48	-1%	-2%	i	0.2	i	35	0.7%
CC(Oc1cccc(Cl)c1)C(=O)Nc1ccc(N2CCOCC2)cc1N1CCOCC1 (stereo not given)	-0.1%[50 µM]	.	7%	2.9	51	15%	-6%	i	0.6	i	60	-0.6%
CSc1nccc(Oc2cncc(Cl)c2)n1	0.1%	1.1	10%	0.1	99	9%	3%	i	0.3	i	56	1.9%
Cc1nc(CN2CCC(c3ccccc3)CC2)cc(=O)[nH]1	.	1.1	.	0.9	37	8%	4%	i	0.0	i	42	1.7%
Cc1ccc(/C(O)=C/C(=O)C(=O)NNC(=O)C(O)(c2ccccc2)c2ccccc2)cc1	0.1%	1.4	2%	1.7	52	9%	-8%	i	8.2	i	8	14%
CCN(CC(=O)NCc1ccc(F)cc1)CC(O)COCc1cccc(OC)c1 (stereo not given)	3.4%	1.1	-1%	-0.6	61	6%	-1%	i	0.9	i	64	0.1%
CNc1c(NS(=O)(=O)c2ccc(Cl)s2)c(=O)oc2ccccc12	-0.1%	.	6%	-0.5	45	5%	-2%	i	0.9	i	20	-0.2%
O=C(NCC(=O)N(c1ccc(F)cc1)C(C(=O)NCC1CCCO1)c1ccccc1)c1ccco1 (stereo not given)	0.2%	1.1	4%	-3.7	31	11%	-9%	i	0.8	i	28	0.7%
O=C(O)COCC(=O)N1CCc2c([nH]c3ccccc23)C1C(F)(F)F (stereo not given)	0.3%	.	9%	-0.8	87	11%	-8%	i	0.3	i	20	0.1%
Cc1cccc(NS(=O)(=O)c2cc(C(=O)N3CCCCCC3)ccc2C)c1	0.0%	.	4%	-0.3	47	11%	11%	i	1.3	i	22	2.1%
COc1ccc(N2CCN(Cc3nc4c(c(=O)[nH]c(=O)n4C)n3CC(C)=O)CC2)cc1	-1.1%	1	23%	6.7	48	12%	-2%	i	2.2	i	14	1.6%
O=C(O)c1c(NC(=O)c2cccc3ccccc23)sc2c1CCC2	-0.9%	1	10%	0.8	84	14%	-20%	i	2.0	i	46	3.9%
COc1ccc(CN(CCC(c2ccccc2)c2ccc(OC(C)C)cc2)C(=O)CCl)cc1OC (stereo not given)	1.8%	1.2	1%	24	74	16%	-8%	i	0.5	i	49	-1.6%
COc1cccc(CNC(=O)CN(c2ccc(C(C)C)cc2)S(=O)(=O)c2c(C)noc2C)c1	-1.1%	.	8%	3.6	60	6%	-4%	i	0.5	i	17	-1.5%
CCOc1ccccc1N(C)C(=O)c1cn(CC)c(=O)c2cc(OC)c(OC)cc12	0.2%	.	5%	-1.1	84	.	.	i	0.8	.	.	.
Cc1nc2ccccc2n1CCOc1ccccc1	0.5%	.	8%	2.3	82	6%	12%	i	0.4	i	35	2.8%
Cc1ccc2c(CSc3nc4nc(C)cc(C)n4n3)cc(=O)oc2c1	0.5%	1.1	11%	-0.4	37	15%	-6%	i	0.9	i	49	2.3%
NS(=O)(=O)c1cc(C(=O)N=Nc2c(O)[nH]c3ccccc23)ccc1Cl	0.2%	.	14%	-0.9	62	9%	2%	i	0.3	i	23	-0.4%
NC(=O)C1CCN(C(=O)c2cc3n(n2)C(C(F)(F)F)CC(c2ccco2)N3)CC1 (stereo not given)	-0.6%	1	-5%	3.4	68	9%&4%	-18%	i	1.3	i	38	1.9%
O=C(CN1CCN(Cc2ccccc2Cl)C1=O)NC1CCCCCCC1	0.0%	1.1	10%	-0.5	50	-1%	9%	i	0.6	i	48	8.6%
O=C(/C=C/c1ccccc1)NCc1ccc2c(c1)OCO2	0.6%[50 µM]	.	7%	-0.3	53	11%	2%	i	0.5	i	36	0.8%
CCN1CCN(CC2COc3ccccc3O2)CC1 (stereo not given)	-0.1%	.	8%	0.8	92	15%	3%	i	0.2	i	24	-0.6%
CCc1cccc(CC)c1-n1c(SCC(=O)N2CCCc3ccccc32)nc(O)cc1=O	0.4%	.	-6%	-0.1	64	.	.	i	0.4	i	26	.
Cc1cc(C(=O)OCC(=O)N2CCN(c3ccccc3)CC2)c2ccccc2n1	0.9%	1	8%	1.1	60	-5%	4%	i	0.6	i	16	2.0%
Cc1ccc(C2/C(=C(/O)c3ccc(Br)cc3)C(=O)C(=O)N2Cc2ccco2)o1 (stereo not given)	-0.2%	1	26%	-0.7	45	23%	-10%	i	1.7	i	17	1.1%
CN(Cc1ccc(F)cc1)C(=O)C(c1ccccc1)c1ccccc1	0.0%	.	6%	-0.1	57	13%	-2%	i	0.7	i	25	4.1%
Cc1ccccc1OCC(=O)Nc1nc(-c2ccncc2)cs1	-0.1%[50 µM]	.	11%	6.0	55	.	.	i	2.2	i	49	.
CCC(=Nc1ccc(N)cc1)C1=C(O)C(C(=O)OC)C(C)(C)CC1=O (stereo not given)	3.3%	1.1	6.8µM*	1.0	60	14%	-12%	i	4.8	i	40	-1.5%
COc1ccc(/C=C(\C)C(=O)c2c(C)cc(C)[nH]c2=O)cc1	-0.3%	.	12%	-0.9	33	2%	.	i	0.8	i	36	2.0%
CC1(C)NC(=O)N(CCCC(=O)Nc2ccc(C(F)(F)F)cc2)C1=O	0.7%[50 µM]	.	2%	-0.6	62	.	.	i	2.4	i	25	0.3%
O=C(c1ccc(NS(=O)(=O)c2cccc(C(F)(F)F)c2)cc1)N1CCCC1	0.9%[50 µM]	.	8%	0.4	54	18%	0%	i	1.3	i	62	1.3%
Cn1cc([N+](=O)[O-])c(C(=O)N2CCCCCC2)n1	0.0%	.	1%	-0.6	64	21%	4%	i	0.2	i	68	0.8%
CCN(C(=O)Cn1ccc(C(F)(F)F)n1)c1c(N)n(Cc2ccccc2)c(=O)[nH]c1=O	0.8%[50 µM]	.	3%	-0.6	48	.	.	i	0.9	i	24	1.5%
CCCCn1nnc(NC(=O)COc2ccc(Cl)c(C)c2)n1	1.6%	1.1	2%	2.2	74	.	12%	i	0.7	i	57	0.9%
CC(Sc1nc2ccccc2s1)C(=O)N(C)Cc1ccccc1 (stereo not given)	-0.1%	.	8%	3.1	58	9%	-1%	i	0.8	i	18	16%
COc1ccccc1CN(CC(=O)NCc1ccc2c(c1)OCO2)C(=O)c1csnn1	0.1%	.	5%	0.1	51	20%	3%	i	0.4	i	25	1.8%
CC1(C)CC(=O)C(C=NCc2ccc3c(c2)OCO3)=C(O)C1	0.2%	1.1	5%	0.4	54	0%	-4%	i	1.0	i	24	1.6%
Cc1c(NC(=S)NC(=O)c2ccc(-c3ccc(Cl)cc3)o2)cccc1C(=O)O	0.5%	1.1	-15%	-1.5	33	10%	2%	i	0.4	i	42	53%
